EBV LMP1 NFkB – EBV LMP1-driven NF-kappaB luciferase reporter inhibitors, primary screen, cell-based, luminescence, single point | LMP1-induced NF-kappaB luciferase reporter cells | AID 504558, 2011 | hit rate 0.69% among 350,000 | inhibition, % at 12.5 µM; in the data active = inhibition above about 41%; inconclusive = no clear call, values can overlap the other calls;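 also: 0% = neutral control wells and 100% = reference inhibitor control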
NCOA1 inh – SRC1 coactivator transcriptional activity inhibitors, primary screen, cell-based, luminescence. Nuclear receptor coactivator 1 (Homo sapiens), Q15788. HEK293 GAL4-SRC1 luciferase reporter. inhibition, % at 3.6 µM. hit rate 0.12% among 360,000. AID 588354, 2011;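 active = inhibition above the campaign mean plus 3 SD, with each screening campaign given its own cutoff, cut at about 60% in these data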;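 also: 0% = DMSO treated cells and 100% = gossypol at 36 µM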
TLR9-MyD88 block – inhibitors of TLR9-MyD88 association in cells, primary screen, cell-based, CHO, BLA complementation, fluorescence; inhibition, % at 4.98 µM; Toll-like receptor 9 (Homo sapiens) + Myeloid differentiation primary response protein …; hit rate 0.21% among 340,000; CCF4 FRET ratio; AID 504734, 2011;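 active = inhibition above the mean over all tested compounds plus 3 SD, cut at about 21% in these data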;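 also: 0% = DMSO only wells and 100% = clavulanate BLA inhibitor control wells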
NOD2-RIPK2 inh – NOD2-RIPK2 binding disruptors in cells, primary screen, fluorescence, CHO cells, BLA complementation; AID 624267, 2012; inhibition, % at 4.98 µM; hit rate 0.38% among 360,000; CCF4 ratio; in the data active = inhibition above about 21%;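 also: 0% = vehicle only and 100% = reference blocker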
COUP-TFII inh – NR2F2 transcriptional activity inhibitors, primary screen, cell-based, luciferase reporter, HEK293T, luminescence | COUP transcription factor 2 (Homo sapiens), P24468 | HEK293T NGFI-A luciferase reporter | inhibition, % at 8.6 µM | hit rate 0.7% among 370,000;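 active = inhibition above a per-plate cutoff, mean inhibition of test wells between control levels plus 3 SD, cut at about 38% in these data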;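 also: cells cotransfected with COUP-TFII expression vector driving the NGFI-A reporter; 0% = median of COUP-TF2 test wells and 100% = reporter-only cells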
MC4R ag barr – MC4R agonists recruiting beta-arrestin, primary screen, cell-based, luminescence, agonist arm of biased-ligand search; activation, % at 8.9 µM; Melanocortin receptor 4 (Homo sapiens), P32245; U2OS MC4R beta-arrestin complementation; percent of melanotan II response, DMSO zero; AID 540308, 2011; hit rate 0.98% among 360,000;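 active = activation above a per-plate cutoff, the mean activation of sample wells on that plate plus 3 SD, cut at about 8% in these data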
MC4R antag cAMP – MC4R antagonists of cAMP signaling, primary screen, cell-based, TR-FRET, antagonist arm of biased-ligand search; inhibition, % at 6.5 µM; Melanocortin receptor 4 (Homo sapiens), P32245; hit rate 0.48% among 360,000; MC4R-expressing cells, MTII-stimulated cAMP, LANCE TR-FRET;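 active = inhibition above its plate's cutoff, the mean of tested wells on that plate plus 3 SD, cut at about 29% in these data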;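 also: 0% = Melanotan II alone and 100% = Melanotan II plus saturating MCL0020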
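system = U2OS cells with stable human MC4R expression | also added = Melanotan II challenge after compound preincubation | dosing = one concentration, 6.5 µM nominal | incubation = compound 30 min, challenge 1 h, detection 1 h | measured by = TR-FRET with Eu-cAMP and labeled anti-cAMP, 671 nm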
LRH-1 inv ag – LRH-1 (NR5A2) inverse agonists, primary screen, cell-based, luminescence, HEK293T, StAR-luciferase reporter; hit rate 0.13% among 360,000; Nuclear receptor subfamily 5 group A member 2 (Homo sapiens), O00482; AID 602396, 2012; LRH-1 transfected, 24 h; inhibition, % at 3.6 µM;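 active = inhibition above the mean inhibition of all tested compounds plus 3 SD, cut at about 73% in these data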;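 also: 0% = DMSO wells and 100% = reporter-only cells lacking LRH-1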
NCOA2 inhibitor – inhibition of GAL4-SRC2 driven luciferase reporter, primary screen, SRC2 inhibitor project, cell-based, luminescence. Nuclear receptor coactivator 2 (Homo sapiens), Q15596. HEK293 GAL4-SRC2 luciferase reporter. inhibition, % at 9 µM. hit rate 0.17% among 370,000. AID 651957, 2012;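 active = inhibition above the mean inhibition of all tested compounds plus 3 SD, set per campaign, cut at about 52% in these data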;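 also: 0% = DMSO treated cells and 100% = cells given Gossypol at 36 µM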
ABHD5-PLIN5 inh – ABHD5-PLIN5 interaction inhibitors, primary screen, cell lysate, split luciferase complementation, luminescence; AID 602281, 2012; Perilipin-5 (Homo sapiens) + 1-acylglycerol-3-phosphate O-acyltransferase ABHD5 (Homo …; hit rate 0.78% among 360,000; Split G. princeps luciferase complementation, 4 h; inhibition, % at 4 µM;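 active = inhibition above the mean inhibition across every tested compound plus 3 SD, cut at about 22% in these data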;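 also: 0% = DMSO only wells and the 100% control is not disclosed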
SRC3 inh – SRC3 coactivator transcriptional activity inhibitors, primary screen, cell-based, luminescence. hit rate 0.17% among 360,000. inhibition, % at 3.6 µM. HEK293 GAL4-SRC3 luciferase reporter;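 active = inhibition above a per-campaign cutoff, the mean of all compounds plus 3 SD, cut at about 60% in these data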;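 also: 0% = DMSO-treated cells and 100% = gossypol-treated cells at 36 µM; higher means less SRC3-driven luciferase light from the GAL4 reporter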
* = called active by the depositor; ? = inconclusive; · = no result given.

SMILES | EBV LMP1 NFkB | NCOA1 inh | TLR9-MyD88 block | NOD2-RIPK2 inh | COUP-TFII inh | MC4R ag barr | MC4R antag cAMP | LRH-1 inv ag | NCOA2 inhibitor | ABHD5-PLIN5 inh | SRC3 inh
CN1OCC2Cn3c(nc4ccccc43)C21 (stereo not given) | -5 | 1 | -1 | -6 | 2 | -0.8 | 4 | 19 | -26 | 10 | 1
CCOC(=O)C1(CCc2ccccc2)CCN(Cc2csc(C(C)=O)c2)CC1 | 15 | 15 | -7 | -11 | 20 | 3.0 | -4 | 13 | 12 | 8 | 18
CCC(=NCCc1c[nH]c2ccccc12)c1c(O)n(-c2ccc(C)cc2)c(=O)[nH]c1=O | -2 | -15 | 0 | -3 | -3 | -0.1 | 2 | -8 | -11 | 5 | 0
NN=C1C(Cl)=C(Cl)C(Cl)=C1Cl | -19 | 0 | 0 | 11 | 4 | 4.5 | 1 | -28 | -2 | 4 | -4
COc1cc2c(cc1OC)C(C(=O)N1CCC3(CC1)OCCO3)C(c1ccccc1F)N(C)C2=O (stereo not given) | 24 | -3 | -8 | -3 | -6 | -3.0 | 0 | -7 | -7 | -6 | 6
COc1ccc(C=C2C(=O)NC(=S)NC2=O)cc1OC | 5 | -2 | -15 | -3 | -15 | -0.7 | -6 | -12 | -4 | -31 | 7
O=c1[nH]c(=S)[nH]c(O)c1N=Nc1cc2c(cc1[N+](=O)[O-])OCO2 | 22 | -2 | 1 | -3 | 8 | -3.6 | -10 | 11 | -16 | -1 | 23
O=C(COC(=O)Cc1ccccc1)Nc1ccc(Cl)cn1 | -8 | 6 | -5 | -2 | 27 | 0.3 | 11 | -17 | 10 | -2 | -8
N#Cc1ccc(CN2Cc3ccccc3-n3nncc3C2)cc1 | 6 | -15 | -5 | -11 | 8 | 1.4 | -3 | 9 | -9 | -9 | 11
COc1ccccc1NC1(C#N)CCCCC1 | 4 | -9 | -5 | -6 | -2 | -0.1 | -1 | 22 | -2 | 3 | -3
CC(C)n1c(O)c(C2c3cc(Cl)ccc3Oc3[nH]c(=O)n(C(C)C)c(=O)c32)c(=O)[nH]c1=O (stereo not given) | 0 | 3 | 11 | 2 | · | -2.7 | 17 | 2 | · | 37* | 34
COc1ccc2c3c1OC1[C@H](O)CCC4[C@@H](C2)N(C)CC[C@]314 (stereo not given in full) | -10 | 0 | 3 | -4 | -1 | -0.7 | 10 | -18 | 1 | 5 | -7
Cc1ccc(N)c(C)c1 | -4 | -4 | 4 | 4 | 21 | -1.1 | 12 | 3 | -16 | 4 | 3
CC1(C)C[C@H]2C=C(C=O)[C@]3(C=O)C[C@]3(C)[C@H]2C1 | -83 | -36 | 8 | -10 | 12 | 3.1 | 15 | -2 | 12 | 63* | 47
COC(=O)C1=C(c2ccc(OC)c(OC)c2)C[C@@H]2CC[C@H]1N2C(=O)N1CCOCC1 | 2 | -7 | -5 | 1 | -4 | 0.7 | 2 | -4 | -4 | 8 | -13
CN(C)P(=O)(NC(=O)c1cccn1C)N(C)C | -4 | 9 | -4 | -8 | 1 | 1.1 | 10 | 15 | 1 | 5 | -6
COc1ccc(CCNCc2ccc(OC)c(OC)c2OC)cc1 | -1 | -12 | 1 | 6 | 4 | 1.0 | 15 | 3 | -12 | -3 | -11
Cc1cc(NC(=O)COC(=O)c2c(C)nn(Cc3ccccc3Cl)c2C)no1 | 2 | -11 | -9 | -6 | -2 | 2.9 | -3 | -16 | 7 | -2 | 1
C/C(=N\N1CCCCCC1)c1c(O)n(-c2ccc(C)cc2)c(=O)[nH]c1=O | 1 | 1 | -10 | 5 | -18 | 0.0 | -4 | -4 | -13 | 7 | 7
C[C@@H]1CN([C@H](C)CO)C(=O)CCCn2cc(nn2)CO[C@H]1CN(C)C(=O)Oc1cccc2ccccc12 | 2 | 14 | 11 | 7 | -5 | 1.0 | 4 | 8 | 2 | 12 | -9
COc1cc(CN2CC=C(c3ccc(F)cc3)CC2)cc(OC)c1 | -3 | -16 | 0 | -5 | 10 | 1.2 | 7 | 3 | -7 | 1 | 0
O=C1c2ccccc2C2(c3ccc(Cl)cc3)NCCN12 (stereo not given) | 1 | -2 | 1 | 2 | -24 | -3.1 | 8 | -16 | 18 | 0 | -8
COc1ccccc1-n1c(O)c(/C=N/N2CCCCC2)c(=O)n(-c2ccccc2OC)c1=S | 0 | 2 | -5 | 9 | -1 | -4.2 | 1 | -14 | -23 | -13 | 23
O=C(Nc1cccc(OC(=O)N2CCOCC2)c1)N1CCOCC1 | 9 | -28 | -6 | 2 | 0 | -2.1 | -1 | 13 | -9 | -2 | 16
CN1CCN(c2ccc(C(F)(F)F)cc2N)CC1 | 6 | -2 | -4 | -13 | -2 | -2.0 | 10 | 2 | -16 | 0 | 10
C/C=C1/CN2[C@@H]3C4CO[C@@H]3c3c([nH]c5cc(OC)ccc35)[C@@H]2CC14 (stereo not given in full) | -1 | -9 | 7 | 5 | 2 | -2.5 | 7 | -8 | -5 | -5 | 22
COc1cc2c3cc1Oc1cc(ccc1O)C[C@@H]1c4c(cc(OC)c(O)c4Oc4ccc(cc4)C[C@H]3N(C)CC2)CCN1C | 83* | -1 | -5 | 0 | -15 | 0.6 | 5 | -15 | -58 | 6 | -7
Nc1ccc(C2(c3ccc(N)cc3)c3ccccc3-c3ccccc32)cc1 | 3 | -12 | 8 | 2 | 8 | 70* | -4 | -3 | -18 | 4 | 10
O=C1NC(=O)N(CCC2=CCCCC2)C(=O)/C1=C/c1ccc(O)cc1 | ? | -3 | 4 | -6 | 26 | -1.7 | 0 | -24 | 4 | -27 | 7
Cn1cc[n+](C)c1P(=S)(c1ccccc1)c1ccccc1 | -7 | 15 | 5 | 0 | -4 | 1.7 | 1 | 20 | -3 | 5 | 12
CCOc1cc(CNC(C)C(O)c2ccccc2)cc(Cl)c1OCC (stereo not given) | 0 | 15 | -5 | 8 | -14 | -0.2 | -6 | -31 | 14 | 6 | 2
C=C1CC[C@@]2(O)[C@H]3Cc4ccc(O)c5c4[C@@]2(CCN3CC2CC2)[C@H]1O5 | · | -1 | · | -12 | · | -0.6 | 7 | -2 | · | 2 | -6
O=P(Oc1ccc(-c2ccccc2)cc1)(N1CC1)N1CC1 | 1 | -9 | 1 | 2 | 2 | -2.9 | 2 | -6 | 12 | -3 | -49
Fc1ccc(C2N3CCCN23)cc1 (stereo not given) | 1 | -1 | -6 | -1 | 5 | -3.2 | -10 | -11 | 1 | 2 | 20
CC1C(c2ccccc2)OC(=O)N1C (stereo not given) | -12 | 5 | 6 | 3 | 6 | 0.5 | 3 | -2 | -20 | 2 | 3
COC(=O)C1=C(c2cccc(C#N)c2)C[C@@H]2CC[C@H]1N2C(=O)NC(C)C | -2 | 7 | -7 | -2 | 0 | -0.3 | -1 | 7 | -1 | 0 | 10
O=C(c1ccccc1)N1CCC2(CC1)OCCO2 | -2 | 11 | -4 | 4 | 28 | -2.4 | 4 | 2 | -6 | -4 | 11
CC[n+]1c(/C=C/N(C)c2ccccc2)sc2ccc(Cl)cc21 | 20 | 25 | 1 | -1 | 19 | -1.2 | -2 | 44 | -8 | -1 | 50
Cc1cccc(NP(C)(=O)c2nc3c(s2)CCCC3)c1 (stereo not given) | -33 | -41 | -7 | -6 | 8 | -3.0 | 16 | -9 | 12 | -3 | 4
O=C(c1ccc2c3c(cccc13)CC2)C1CCCN(CC2CC2)C1 (stereo not given) | -77 | 3 | -6 | 10 | -5 | 3.2 | 10 | -73 | -29 | 5 | 11
C[N+]12CCC(CC1)C(=C(c1ccccc1)c1ccccc1)C2 | -9 | 12 | -2 | -2 | -7 | -0.7 | 7 | 5 | 16 | -3 | 0
COc1cc(CC(=O)N2C[C@H]3C[C@@H](C2)c2cccc(=O)n2C3)cc(OC)c1OC | 0 | 0 | -10 | -22 | -12 | -0.9 | 7 | 9 | 10 | 1 | 17
COC(=O)C1=C(c2ccc(F)cc2F)C[C@@H]2CC[C@H]1N2C(=O)N1CCC(O)(c2ccc(Cl)cc2)CC1 | 0 | 5 | -3 | -6 | 27 | 3.1 | 0 | 10 | 25 | 1 | -46
CN(C)CC#CCOCCOCCC#N | 4 | -6 | -5 | -4 | 5 | -1.6 | -3 | 2 | 21 | 7 | 6
CCOC(=O)c1ccccc1N | -6 | -6 | 3 | -5 | -5 | -0.9 | 4 | -8 | 0 | -3 | 10
CC(=O)N1CN2CN(C1)CN(C(C)=O)C2 | -1 | 13 | 5 | 0 | 8 | -1.3 | -1 | -14 | -16 | 2 | 4
COc1ccc(-c2ccc3c(c2)CN(c2cccc(Cl)c2)Cc2cnnn2-3)cc1 | · | 11 | · | 11 | 25 | · | · | 2 | -73 | 6 | 11
C/C(=C/C=C/[C@@H](C)C(=O)O)[C@H]1CN[C@H](C(=O)O)[C@H]1CC(=O)O | -5 | -7 | 0 | -7 | -1 | 0.6 | 4 | -2 | -10 | 6 | 26
COc1cccc(CNCCc2ccccc2)c1OC | 9 | 16 | -6 | -10 | 3 | -4.3 | -3 | 3 | 0 | 2 | 3
COc1ccc(C(CNC(=O)CCc2ccsc2)N(C)C)cc1 (stereo not given) | -6 | 6 | 0 | -9 | -18 | 0.5 | -5 | 7 | -22 | 5 | 0
CC(C)(C)NC(=S)N1Cc2ccccc2-n2nncc2C1 | 0 | 2 | -11 | -9 | -13 | -0.9 | 19 | 18 | -8 | -3 | -24

Some of the compounds tested; count on the stated rates, not on these rows.
